Bioassay records deposited in PubChem BioAssay by several laboratories.
TWEAK Fn14 block = inhibitors of TWEAK-Fn14 signaling, primary screen, luciferase reporter cells, uHTS. inhibition, % at 10 µM. AID 1159606, 2016. TWEAK-stimulated Fn14 reporter cells, luciferase luminescence, 8 h. actives 2% (n = 360,000); in the data active = inhibition above about 50%
TLR9-MyD88 block = inhibitors of TLR9-MyD88 association in cells, primary screen, cell-based, CHO, BLA complementation, fluorescence; inhibition, % at 4.98 µM; Toll-like receptor 9 (Homo sapiens) + Myeloid differentiation primary response protein …; CCF4 FRET ratio; actives 0.21% (n = 340,000);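 active = inhibition above the mean over all tested compounds plus 3 SD, cut at about 21% in these data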;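 also: 0% = DMSO only wells and 100% = clavulanate BLA inhibitor control wells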
ABHD5 PLIN5 PPI = ABHD5-PLIN5 interaction inhibitors, primary screen, cell lysate, split luciferase complementation, luminescence; Perilipin-5 (Homo sapiens) + 1-acylglycerol-3-phosphate O-acyltransferase ABHD5 (Homo …; Split G. princeps luciferase complementation, 4 h; inhibition, % at 4 µM; actives 0.78% (n = 360,000); AID 602281, 2012;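 active = inhibition above the mean inhibition across every tested compound plus 3 SD, cut at about 22% in these data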;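 also: 0% = DMSO only wells and the 100% control is not disclosed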
TROY signal inh = inhibitors of TROY-driven NF-kB signaling, primary screen, Q293 LMP1-TROYcd cells, NF-kB luciferase, uHTS | Q293 LMP1-TROYcd NF-kB luciferase reporter, 4 h | inhibition, % at 10 µM | actives 0.98% (n = 360,000);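 active = compounds whose plate-normalised and pattern-corrected inhibition of the luciferase reporter signal at the single screening dose is 50% or more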
NR5A2 inv ag = LRH-1 (NR5A2) inverse agonists, primary screen, cell-based, luminescence, HEK293T, StAR-luciferase reporter; Nuclear receptor subfamily 5 group A member 2 (Homo sapiens), O00482; inhibition, % at 3.6 µM; AID 602396, 2012; actives 0.13% (n = 360,000); LRH-1 transfected, 24 h;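 active = inhibition above the mean inhibition of all tested compounds plus 3 SD, cut at about 73% in these data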;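 also: 0% = DMSO wells and 100% = reporter-only cells lacking LRH-1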
NR2F2 inh = NR2F2 transcriptional activity inhibitors, primary screen, cell-based, luciferase reporter, HEK293T, luminescence. COUP transcription factor 2 (Homo sapiens), P24468. HEK293T NGFI-A luciferase reporter. inhibition, % at 8.6 µM. actives 0.7% (n = 370,000);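 active = inhibition above a per-plate cutoff, mean inhibition of test wells between control levels plus 3 SD, cut at about 38% in these data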;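 also: cells cotransfected with COUP-TFII expression vector driving the NGFI-A reporter; 0% = median of COUP-TF2 test wells and 100% = reporter-only cells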
Granule exo inh = LAMP-1 surface exposure blockers, TALL-104 cells – cell-based, flow cytometry, MLPCN library, primary screen. TALL-104 LAMP-1 surface exposure; cells stimulated with thapsigargin and PMA. inhibition, % at 10 µM. actives 0.66% (n = 360,000);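 active = inhibition above about 55%, limit read from the data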
NOD2 RIPK2 PPI = NOD2-RIPK2 binding disruptors in cells, primary screen, fluorescence, CHO cells, BLA complementation | AID 624267, 2012 | Receptor-interacting serine/threonine-protein kinase 2 (Homo sapiens), O43353 | CCF4 ratio | actives 0.38% (n = 360,000) | inhibition, % at 4.98 µM; in the data active = inhibition above about 21%;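 also: 0% = vehicle only and 100% = reference blocker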
SRC3 inh = SRC3 coactivator transcriptional activity inhibitors, primary screen, cell-based, luminescence | Nuclear receptor coactivator 3 (Homo sapiens), Q9Y6Q9 | HEK293 GAL4-SRC3 luciferase reporter | inhibition, % at 3.6 µM | actives 0.17% (n = 360,000) | AID 588352, 2011;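 active = inhibition above a per-campaign cutoff, the mean of all compounds plus 3 SD, cut at about 60% in these data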;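 also: 0% = DMSO-treated cells and 100% = gossypol-treated cells at 36 µM; higher means less SRC3-driven luciferase light from the GAL4 reporter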
Target sequence (Q9Y6Q9 whole entry, looked up, the tested form may be a part): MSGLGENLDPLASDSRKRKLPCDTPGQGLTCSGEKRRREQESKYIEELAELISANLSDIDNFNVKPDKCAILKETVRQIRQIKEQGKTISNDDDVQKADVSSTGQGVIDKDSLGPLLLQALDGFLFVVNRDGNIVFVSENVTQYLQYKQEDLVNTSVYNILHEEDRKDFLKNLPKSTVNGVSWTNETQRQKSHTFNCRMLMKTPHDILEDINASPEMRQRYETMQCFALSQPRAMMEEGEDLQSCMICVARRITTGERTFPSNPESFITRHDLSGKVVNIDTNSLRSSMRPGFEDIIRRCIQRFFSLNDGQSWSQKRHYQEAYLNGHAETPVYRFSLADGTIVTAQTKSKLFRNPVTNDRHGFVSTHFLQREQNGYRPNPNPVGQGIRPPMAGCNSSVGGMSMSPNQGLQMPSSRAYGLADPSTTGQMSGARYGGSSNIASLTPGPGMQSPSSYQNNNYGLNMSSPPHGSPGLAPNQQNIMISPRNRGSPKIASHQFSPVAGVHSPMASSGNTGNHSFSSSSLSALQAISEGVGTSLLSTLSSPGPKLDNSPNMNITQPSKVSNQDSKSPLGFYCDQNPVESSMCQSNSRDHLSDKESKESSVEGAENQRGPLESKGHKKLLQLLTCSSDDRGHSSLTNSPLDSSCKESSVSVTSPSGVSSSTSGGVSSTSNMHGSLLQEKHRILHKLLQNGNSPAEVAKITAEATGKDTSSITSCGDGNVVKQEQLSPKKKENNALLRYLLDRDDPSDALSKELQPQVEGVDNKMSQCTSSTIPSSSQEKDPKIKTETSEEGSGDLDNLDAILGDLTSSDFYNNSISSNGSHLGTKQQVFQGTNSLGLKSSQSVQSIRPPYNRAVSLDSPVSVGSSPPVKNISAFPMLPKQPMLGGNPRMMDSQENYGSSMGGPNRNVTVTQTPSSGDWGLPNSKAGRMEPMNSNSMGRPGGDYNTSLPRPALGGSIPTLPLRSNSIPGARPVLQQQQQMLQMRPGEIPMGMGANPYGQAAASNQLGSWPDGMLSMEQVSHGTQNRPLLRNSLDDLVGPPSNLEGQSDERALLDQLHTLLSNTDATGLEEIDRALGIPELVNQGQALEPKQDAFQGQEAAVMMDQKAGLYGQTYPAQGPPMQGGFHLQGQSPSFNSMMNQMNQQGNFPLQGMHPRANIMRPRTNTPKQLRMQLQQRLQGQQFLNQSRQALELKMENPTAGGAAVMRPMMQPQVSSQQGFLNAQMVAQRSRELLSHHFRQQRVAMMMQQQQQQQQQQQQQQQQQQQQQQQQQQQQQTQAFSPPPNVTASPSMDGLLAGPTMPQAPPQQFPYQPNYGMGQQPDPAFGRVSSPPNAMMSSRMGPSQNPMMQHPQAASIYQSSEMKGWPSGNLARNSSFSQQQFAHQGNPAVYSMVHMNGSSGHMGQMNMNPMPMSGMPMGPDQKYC
NCOA1 inh = SRC1 coactivator transcriptional activity inhibitors, primary screen, cell-based, luminescence; Nuclear receptor coactivator 1 (Homo sapiens), Q15788; HEK293 GAL4-SRC1 luciferase reporter; inhibition, % at 3.6 µM; actives 0.12% (n = 360,000); AID 588354, 2011;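 active = inhibition above the campaign mean plus 3 SD, with each screening campaign given its own cutoff, cut at about 60% in these data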;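 also: 0% = DMSO treated cells and 100% = gossypol at 36 µM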
NCOA2 inhibitor = inhibition of GAL4-SRC2 driven luciferase reporter, primary screen, SRC2 inhibitor project, cell-based, luminescence | Nuclear receptor coactivator 2 (Homo sapiens), Q15596 | HEK293 GAL4-SRC2 luciferase reporter | inhibition, % at 9 µM | actives 0.17% (n = 370,000) | AID 651957, 2012;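 active = inhibition above the mean inhibition of all tested compounds plus 3 SD, set per campaign, cut at about 52% in these data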;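 also: 0% = DMSO treated cells and 100% = cells given Gossypol at 36 µM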
Numbers without * were called inactive; x = no result given.

| structure | TWEAK Fn14 block | TLR9-MyD88 block | ABHD5 PLIN5 PPI | TROY signal inh | NR5A2 inv ag | NR2F2 inh | Granule exo inh | NOD2 RIPK2 PPI | SRC3 inh | NCOA1 inh | NCOA2 inhibitor |
| --- | --- | --- | --- | --- | --- | --- | --- | --- | --- | --- | --- |
| CC[C@@]1(C(=O)OC)N[C@H](CN(C)C(=O)C2CCCCC2)[C@@H]2C(=O)N(C)C(=O)[C@@H]21 | -8.7 | -13.7 | -0.8 | -9.5 | -6.6 | -19.3 | 2.6 | -5.9 | -11.4 | 9.0 | -29.4 |
| Cc1ccc(NC(=O)COc2ccccc2C(N)=O)cc1S(=O)(=O)N1CCCCCC1 | 58.1* | -0.8 | -6.2 | 43.8 | 23.4 | 60.4* | 4.7 | 3.6 | 12.9 | 12.5 | 40.7 |
| COc1ccc2c(c1)oc1c(SCc3nc4ccccc4[nH]3)nc(C)nc12 | -17.3 | 2.4 | -0.1 | -35.0 | -7.7 | -29.1 | 45.7 | -6.1 | -33.9 | -37.1 | -58.5 |
| Cc1ccc(NCCc2ccc(C)nc2)cc1 | -8.9 | -2.3 | 0.1 | -2.5 | -8.8 | -4.7 | 0.5 | -2.6 | -4.5 | -24.3 | -1.5 |
| C=CCNC(=O)C1CCN(c2c([N+](=O)[O-])cc(C(F)(F)F)cc2[N+](=O)[O-])CC1 | -47.2 | -3.1 | -1.6 | -2.7 | 14.6 | 6.6 | -2.4 | 0.3 | 15.6 | 17.2 | -20.7 |
| NS(=O)(=O)c1cccc(NC(=O)CSc2nnc(-c3ccccc3)o2)c1 | -14.4 | 7.5 | -0.5 | -12.1 | -49.5 | 1.6 | -6.2 | -12.2 | -27.5 | -21.7 | -39.3 |
| CC(=O)NNC(=S)Nc1cc(S(=O)(=O)N(C)C)ccc1C | -7.9 | 4.5 | 0.4 | 16.3 | -4.9 | 8.0 | -1.7 | 3.8 | 12.0 | -1.9 | 16.7 |
| O=C(c1ccccc1Cl)N(C(=O)c1ccccc1Cl)c1nccc(-c2cccs2)n1 | 77.0* | -7.0 | 5.6 | 66.8* | -5.0 | 22.0 | 3.3 | -1.2 | 31.0 | 19.4 | -2.9 |
| CCCCN1C(=O)c2ccc(C(=O)NCc3ccco3)cc2C1=O | 6.3 | -1.3 | -2.6 | -3.1 | 8.9 | -17.7 | 2.1 | -11.6 | 15.9 | -0.1 | -29.9 |
| Cc1nc2ccccn2c1C(=O)OCC#N | 1.5 | 7.2 | 3.2 | -12.7 | 10.4 | 5.3 | -1.8 | 0.3 | 6.5 | 15.3 | 7.6 |
| Cc1ccc(Cl)c(NC(=O)COC(=O)c2nn(C)c(=O)c3ccccc23)c1Cl | -22.1 | -3.1 | -1.7 | -10.2 | 6.6 | 8.1 | -0.6 | -2.5 | -12.4 | -13.9 | -17.6 |
| O=C(O)[C@H](CSCc1ccccc1)NS(=O)(=O)c1ccc(F)cc1 | 2.1 | 6.7 | -4.1 | -1.5 | 17.4 | 2.5 | -7.5 | -2.3 | 20.3 | -16.9 | -0.9 |
| O=C(CCN1C(=O)c2ccccc2C1=O)NCCC1=CCCCC1 | -18.4 | -3.9 | 1.6 | -1.2 | 25.5 | -7.4 | -0.5 | 14.9 | -26.2 | -14.8 | 0.5 |
| CCCn1c(C)nnc1SCC(=O)NC1CCCCC1 | -6.2 | 3.9 | 3.0 | 5.1 | 6.5 | -13.7 | 4.4 | 0.9 | -6.4 | -1.2 | -7.2 |
| O=C(O)C(Nc1nc(C(F)(F)F)nc2ccccc12)c1ccccc1 (stereo not given) | 21.9 | 8.4 | 2.7 | 6.9 | 8.7 | -3.7 | -2.5 | -0.1 | 3.9 | -5.0 | 0.3 |
| CN(C)c1ccc(CNCC2CCCO2)cc1 (stereo not given) | -24.1 | -7.7 | -2.0 | -4.3 | -14.0 | 3.1 | -3.5 | -8.7 | -0.8 | -17.1 | 0.2 |
| O=C(NCCCNC(=O)c1cnccn1)c1cccc(F)c1 | 19.2 | -7.8 | 2.5 | 2.9 | -15.9 | -4.2 | 12.0 | -12.2 | 11.0 | -28.5 | 11.8 |
| CC(=O)Nc1ccc(NC(=O)CSc2ncnc3c2cnn3Cc2ccccc2)cc1 | -36.7 | x | 3.3 | 1.8 | 37.7 | 12.2 | -1.2 | -13.8 | 17.5 | -3.7 | -13.9 |
| CCOC(=O)c1c(NC(=O)C2CCCO2)sc2c1CCC2 (stereo not given) | -1.8 | -1.8 | -1.5 | 8.4 | -5.4 | 13.8 | 1.0 | 7.9 | 5.7 | 0.7 | 13.7 |
| Cc1cccc2nc(CSc3nc4[nH]ncc4c(=O)n3-c3cccc(Cl)c3)cc(=O)n12 | 68.9* | 5.6 | 2.3 | 35.3 | 9.3 | -5.6 | 1.0 | 0.8 | 17.4 | -28.4 | -3.8 |
| Cc1ccc(S(=O)(=O)NCc2ccccc2)cc1C(=O)N(C)Cc1ccc(F)cc1 | 9.8 | -2.8 | 1.4 | 16.2 | 5.5 | 13.8 | -4.9 | 2.6 | 25.6 | -40.0 | -0.7 |
| COc1ccccc1C(=O)NCCC(=O)Nc1ccc(S(=O)(=O)N2CCCC(C)C2)cc1 (stereo not given) | -12.6 | -5.0 | 1.1 | 8.1 | 11.8 | 18.7 | -1.0 | -10.1 | 16.4 | -4.1 | 1.5 |
| COc1ccc(CN(C)C(=O)C(CCSC)NS(=O)(=O)c2ccc3c(c2)OCCO3)c(OC)c1OC (stereo not given) | -7.4 | -7.6 | 0.5 | -12.0 | 1.4 | 11.4 | 6.3 | -5.4 | 15.1 | -6.0 | -0.9 |
| CCOC(=O)C1CCN(CC(=O)Nc2cc(S(=O)(=O)N3CCOCC3)ccc2C)CC1 | -6.3 | 0.3 | 8.6 | -3.8 | 22.5 | -21.1 | 0.9 | -5.8 | 20.4 | 6.2 | -47.1 |
| O=C(O)COc1ccccc1/C=N/NC(=O)CSc1nnc(SCc2cccc3ccccc23)s1 | 7.2 | -3.0 | -8.5 | -18.3 | -18.0 | 12.0 | -9.7 | 3.2 | 13.9 | 11.1 | -7.8 |
| Cc1ccc(NC(=O)/C(Cl)=C/c2ccccc2)cc1C | 14.7 | 3.8 | -11.8 | -8.2 | -129.8 | -52.1 | 0.1 | -5.5 | -87.3 | -88.6 | -40.6 |
| COc1cccc(-c2c(NC(=O)c3ccco3)oc3ccccc3c2=O)c1 | -10.6 | 3.9 | 1.9 | 7.3 | 8.8 | -1.6 | -6.5 | 1.8 | -23.1 | -14.4 | -2.6 |
| Cc1ccc(C(C[N+](=O)[O-])n2nc(C)cc2C)cc1 (stereo not given) | 12.5 | -2.4 | 4.3 | -3.6 | -11.8 | 2.2 | 8.8 | -5.3 | -4.2 | -15.5 | -15.3 |
| CC1=NC(=O)C(N=Nc2cccc(C(=O)O)c2)N1c1ccccc1 (stereo not given) | 49.5 | 0.5 | -0.1 | -65.4 | -187.7 | -40.0 | 2.5 | 1.4 | -52.1 | -81.9 | -34.6 |
| Nc1cc(=O)[nH]n1C1CCCC1 | 17.1 | 0.6 | -7.2 | -12.0 | -13.1 | 0.7 | 3.2 | 1.5 | -8.0 | -7.7 | -1.1 |

Some values from above.
Result for Nc1cc(=O)[nH]n1C1CCCC1 under SRC3 inh: -8.0
Result for Cc1ccc(NC(=O)/C(Cl)=C/c2ccccc2)cc1C under NR2F2 inh: -52.1

Going on with the list:
| structure | TWEAK Fn14 block | TLR9-MyD88 block | ABHD5 PLIN5 PPI | TROY signal inh | NR5A2 inv ag | NR2F2 inh | Granule exo inh | NOD2 RIPK2 PPI | SRC3 inh | NCOA1 inh | NCOA2 inhibitor |
| --- | --- | --- | --- | --- | --- | --- | --- | --- | --- | --- | --- |
| COc1cc(C2CC(=O)Oc3c2c(=O)n(C)c2ccccc32)cc(OC)c1OC (stereo not given) | -1.8 | 5.9 | -0.3 | -4.3 | 8.6 | -6.4 | 3.8 | -5.4 | 9.6 | -30.7 | -7.7 |
| CCCCc1c(O)nc2ccccn2c1=O | 24.7 | -2.4 | 4.6 | 10.4 | 15.0 | 15.4 | 0.4 | -6.3 | 2.8 | 11.0 | 6.1 |
| CC(NCCCOc1cccc2ccccc12)c1ccccc1 (stereo not given) | -17.0 | 0.4 | 4.9 | -67.0 | 5.5 | 4.0 | 61.0* | -5.7 | 4.5 | -4.1 | -12.5 |
| CCN(CC)CCNc1nc2c(c(=O)[nH]c(=O)n2C)n1CC(O)COc1ccc(Cl)cc1Cl (stereo not given) | -3.1 | 9.9 | 2.0 | 3.8 | 0.5 | 10.6 | 0.7 | -3.6 | 5.8 | -2.9 | 4.6 |
| O=C1NCC(c2ccccc2)C1C(=O)N/N=C/c1ccc(Cl)s1 (stereo not given) | -11.2 | -2.1 | -1.9 | -1.0 | -4.0 | 9.7 | 0.4 | 2.3 | 3.1 | -14.8 | 4.8 |
| O=C(CCCn1c(=O)[nH]c2ccsc2c1=O)NCc1cccs1 | -5.2 | 8.9 | 1.7 | -15.5 | 9.7 | -6.3 | -3.5 | 0.2 | -1.1 | 3.2 | 0.1 |
| CCCCOC(=O)CCc1c(C)n[nH]c1C | -3.4 | x | 0.5 | 7.1 | 2.1 | -25.0 | -3.7 | -7.0 | 19.1 | -4.8 | -5.4 |
| Cn1c(CNC(=O)c2ccccc2F)nnc1SCC(=O)c1ccccc1 | 1.7 | 12.6 | -1.6 | 0.9 | 5.6 | -6.5 | -15.2 | 4.2 | -11.1 | -0.4 | -11.7 |
| O=C1NC[C@@H](Cc2ccc(O)cc2)N(CC2CCCCC2)C1=O | -4.0 | 3.9 | 6.4 | -6.9 | -11.9 | -10.7 | -6.8 | -7.6 | -1.1 | -9.2 | -2.5 |
| Cc1oc(-c2ccccc2)cc1C(=O)NC1CCN(Cc2ccccc2)CC1 | -0.9 | x | -10.4 | 18.3 | 4.0 | 19.4 | 66.7* | 0.0 | 12.5 | 14.4 | 1.1 |
| CCN1C(Nc2ccccc2)=NC[C@@H]1Cc1ccccc1 | 9.4 | 4.6 | 0.8 | -14.2 | -4.1 | -7.5 | -2.0 | -5.3 | 9.3 | 3.2 | 1.1 |
| CC1Oc2ccccc2OC1C(=O)Nc1ccccn1 (stereo not given) | 5.8 | 8.8 | -6.3 | -7.2 | 13.7 | -29.7 | -0.6 | 1.3 | 22.0 | 2.4 | -22.4 |

Some of the compounds tested, so the mix of outcomes need not match the whole.
